# EBI2 antag = blocks human EBI2 receptor beta-arrestin signaling; 360,000 tested, 0.81% active; inhibition, % at 5 µM; EBI2 beta-arrestin recruitment, luminescence, 7a,25-OHC stimulated; in the data active means inhibition above about 38%;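 further: enzyme fragment complementation signal reports receptor beta-arrestin coupling in cells; 0% = agonist plus DMSO wells and 100% = wells without agonist; some results beyond the cut were filed as inactive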
# Target sequence (P32249 whole entry, looked up, the tested form may be a part): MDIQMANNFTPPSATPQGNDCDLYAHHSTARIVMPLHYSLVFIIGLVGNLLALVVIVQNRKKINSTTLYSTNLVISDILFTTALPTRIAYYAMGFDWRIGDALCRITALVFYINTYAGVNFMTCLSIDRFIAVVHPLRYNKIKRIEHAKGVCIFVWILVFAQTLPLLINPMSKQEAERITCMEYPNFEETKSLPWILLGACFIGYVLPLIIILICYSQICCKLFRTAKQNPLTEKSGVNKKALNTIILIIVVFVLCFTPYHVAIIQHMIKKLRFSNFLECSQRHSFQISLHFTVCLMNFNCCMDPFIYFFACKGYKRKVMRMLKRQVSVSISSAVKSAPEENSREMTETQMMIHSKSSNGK
# UBC13 polyUb = human UBC13 polyubiquitination inhibition | UBC13 polyubiquitin chain formation, TR-FRET | inhibition, % at 20 µM | 330,000 tested, 0.47% active | AID 485273; in the data active means inhibition above about 45%, passing the limit was not always enough
# CXCR6 block = blocks human CXCR6 beta-arrestin recruitment; O00574; CHO-K1 PathHunter CXCR6 beta-arrestin, luminescence; inhibition, % at 20 µM; 360,000 tested, 0.36% active; in the data active means inhibition above about 34%, passing the limit was not always enough;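 further: antagonist mode with CXCL16 agonist at 10 nM final; 0% = 10 nM CXCL16 with DMSO and 100% = unstimulated wells without agonist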
# Target sequence (O00574 whole entry, looked up): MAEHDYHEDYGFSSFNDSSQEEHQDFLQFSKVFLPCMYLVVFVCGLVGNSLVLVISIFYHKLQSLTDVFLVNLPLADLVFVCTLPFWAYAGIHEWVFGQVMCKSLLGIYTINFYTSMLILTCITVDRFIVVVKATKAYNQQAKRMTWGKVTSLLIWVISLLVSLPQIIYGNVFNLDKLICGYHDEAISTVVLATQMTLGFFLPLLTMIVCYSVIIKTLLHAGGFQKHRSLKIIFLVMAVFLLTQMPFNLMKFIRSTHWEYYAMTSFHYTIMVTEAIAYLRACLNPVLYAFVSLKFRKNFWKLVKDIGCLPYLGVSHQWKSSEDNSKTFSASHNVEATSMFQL
# ATG4B inhibitor = inhibitors of human ATG4B cysteine protease | ATG4B cleavage of LC3-PLA2, NBD-HPC fluorescence, 1 h | inhibition, % at 8.33 µM | 340,000 tested, 0.51% active | AID 504462; in the data active means inhibition above about 40%
# Target sequence (Q9Y4P1 whole entry, looked up): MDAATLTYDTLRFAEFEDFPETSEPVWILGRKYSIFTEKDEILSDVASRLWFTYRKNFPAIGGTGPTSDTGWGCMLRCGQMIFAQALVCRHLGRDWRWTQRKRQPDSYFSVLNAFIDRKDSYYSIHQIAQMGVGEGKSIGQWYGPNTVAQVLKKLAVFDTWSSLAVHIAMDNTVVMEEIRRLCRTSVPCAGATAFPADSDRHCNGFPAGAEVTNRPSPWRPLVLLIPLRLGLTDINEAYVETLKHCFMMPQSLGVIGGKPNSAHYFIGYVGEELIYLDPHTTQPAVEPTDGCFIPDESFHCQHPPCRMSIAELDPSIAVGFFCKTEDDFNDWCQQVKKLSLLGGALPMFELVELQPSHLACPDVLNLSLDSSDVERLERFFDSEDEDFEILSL
# APJ ag = APJ receptor agonism; CHO-K1 APJ PathHunter beta-arrestin, luminescence; 0% DMSO wells, 100% apelin; activation, % at 20 µM; 330,000 tested, 0.11% active; AID 2520;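 active means activation more than six SD over the plate average, tested at 20 µM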;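 further: 0% = DMSO alone and 100% = apelin-13 at 10 nM; some results filed as inactive read as strong as hits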
#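 Material: engineered CHO-K1 APJ arrestin reporter cells; amount: 1000 CHO-K1 reporter cells seeded per well; incubation: compound stimulation 90 min at 25 °C, detection 60 min; signal: luminescent beta-gal fragment complementation, chemiluminescent substrate; read-out basis: APJ agonist activity; controls: DMSO-only wells as negative, 10 nM Apelin-13 as positive control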
# CCR6 antag = CCR6 (human) receptor antagonism | P51684 | AID 493098 | inhibition, % at 20 µM | CHO-K1 CCR6 PathHunter beta-arrestin, luminescence, CCL20-stimulated | 340,000 tested, 0.49% active;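 active means compounds whose inhibition of the agonist-driven luminescence signal at 20 µM reaches about 50%, limit read from the data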;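 further: cells stimulated with CCL20 at 14 nM final; plate controls were DMSO with CCL20 for no effect and DMSO without agonist for full effect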
# APJ antag = blocks the human apelin receptor APJ | P35414 | CHO-K1 APJ beta-arrestin complementation, luminescence | inhibition, % at 20 µM | 330,000 tested, 0.32% active | AID 2521;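 active means inhibition above about 40% at 20 µM, limit read from the data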;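 further: cells challenged with 10 nM apelin-13 agonist together with compound; plate controls were apelin-13 plus DMSO wells for no effect and DMSO wells lacking apelin-13 for full effect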
# Gli-Sufu block = Gli-Sufu pathway antagonism; Sufu-KO-LIGHT fibroblasts, Gli luciferase reporter luminescence; inhibition, % at 5 µM; 340,000 tested, 0.74% active;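 active means inhibition above about 55%, limit read from the data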;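 further: 0% = DMSO-treated cells and 100% = wells with medium but no cells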
# * marks the source's active call; other numbers are inactive results; . = not tested or not shown.
# Second line of a record – EBI2 antag, UBC13 polyUb, CXCR6 block, ATG4B inhibitor, APJ ag, CCR6 antag, APJ antag, Gli-Sufu block
Cc1nnc(NCCO)c2ccccc12
 : -5, 7, 1, 8, 2, -11, 23, .
NC(=O)c1ccccc1N=Cc1ccc2ccccc2c1
 : -10, 6, -5, -15, 0, -2, -1, -5
COCCN(Cc1nc(C2(c3ccc(C)cc3)CCCC2)no1)C(C)C
 : -3, -10, 10, -2, -2, 19, 7, 7
COc1cccc(C(Nc2ccccn2)c2c(NC(=O)c3ccco3)sc(C)c2C)c1 (configuration not stated)
 : 0, 1, 10, -7, -3, 15, -12, 6
CN1CCN(NC(=O)CN(C)S(=O)(=O)c2cc(Cl)ccc2Cl)CC1
 : 3, 3, 4, -9, -3, 2, -9, -2
Cc1ccnc(NC(=O)c2ccc(COc3ccc(Cl)cc3)o2)c1
 : 1, -1, 1, -2, 0, 13, -10, -10
COC(=O)CNC(=O)Cn1ccc2ccccc2c1=O
 : 1, -4, -9, -5, -1, 6, 18, 5
O=C(Nc1cccc(C(=O)N2CCOCC2)c1)C1CC1
 : -1, ., -6, -2, ., -11, ., -2
O=C(NC1CCCCC1)C(c1ccc(O)cc1)N(C(=O)c1cnccn1)c1cccc(F)c1 (configuration not stated)
 : -8, 0, 0, -4, -3, 5, 13, 25
Cc1cccc(NC(=O)CN2C(=O)N/C(=C/c3cc(C)n(C(C)C)c3C)C2=O)c1
 : 1, -7, 5, -3, -3, -4, 7, -2
CC1(C)NC(=O)N(CC(=O)OCC(=O)Nc2c(Br)cc([N+](=O)[O-])cc2Br)C1=O
 : -6, ., -19, 0, ., -12, ., 0
O=C(COC(=O)c1ccc(Br)o1)NCCNC(=O)COC(=O)c1ccc(Br)o1
 : 2, 1, -10, -5, -4, 7, -68, -8
O=C(CCc1c[nH]c2ccccc12)OCc1ccc(Br)cc1
 : 3, 2, -2, -2, 0, 17, 16, 5
CCOC(=O)N1CCN(C(=O)/C(=C\c2ccc(SC)cc2)NC(=O)c2ccccc2)CC1
 : 0, -4, 0, -4, -3, 10, 9, -6
CCN1CCCC1CNC(=O)c1cc(NC(C)=O)c(N(C)C)cc1OC (configuration not stated)
 : -2, 2, 4, -14, -6, 12, -9, 3
COc1ccc(C(=O)NC2CCN(CC(=O)NC3CCCCC3)CC2)cc1
 : -14, 7, -2, -2, -1, -8, 11, 23
CCCc1nc(SCc2cccnc2)c2c(=O)n(C)c(=O)n(C)c2n1
 : -3, 8, 10, -12, 3, 10, 5, 6
Cc1c2ccncc2cc2c1[nH]c1ccccc12
 : 12, ., -9, -13, ., 5, ., 16
NC(=S)NNC(=S)Nc1ccccc1
 : -7, 4, 7, 3, -4, 5, 41*, -3
COCCN(C(=O)COC(=O)CCc1ccccc1)c1c(N)n(Cc2ccccc2)c(=O)[nH]c1=O
 : -5, -2, 0, 3, -6, 9, 8, -5
OC(c1ccccc1)(c1ccccc1)c1ncc[nH]1
 : -6, -3, 3, -9, 5, -8, 6, -6
Nc1ccccc1C(=O)NCc1ccccc1
 : -12, 9, -5, -3, 3, -3, -7, 4
COc1ccc(NC(=O)CCCCn2c(=O)[nH]c3ccccc3c2=O)cc1
 : 8, 8, 2, -11, -2, 20, -11, -3
Cn1c(CCN2CCCCC2)nc2cc(NS(=O)(=O)c3ccccc3)ccc21
 : -20, 5, 11, 2, -4, 6, 4, 21
CC1CN(C(=O)C(C)N2CCN(c3cccc(Cl)c3)CC2)CC(C)O1 (configuration not stated)
 : -3, -3, 6, 1, -3, 8, 16, 11
O=C(COC(=O)/C=C/c1ccc(Cl)cc1Cl)NCC1CCCO1 (configuration not stated)
 : -6, -6, -9, -1, -3, 5, -4, -4
O=c1c2ccccc2c2ccccc2c(=O)n1Cc1ccco1
 : 8, 13, 8, 11, -8, 8, -8, 2
O=C(Nc1ccc(Cl)c(C(F)(F)F)c1)[C@@H]1CC=C[C@@H]2CCN(C3CC3)C(=O)[C@@H]21
 : 1, 5, 5, -5, -2, 9, 9, 4
COc1cc(C(=O)N/N=C/c2ccc(OC(=O)N3CCOCC3)cc2)cc(OC)c1OC
 : -6, -6, -1, -7, 0, 7, 2, 5
O=C(CSc1ccccc1C(=O)O)c1ccccc1
 : -13, 1, 4, 1, -4, -4, -13, -31
COC(=O)C1(C)NC(c2ccccc2F)C2C(=O)N(c3ccccc3)C(=O)C21 (configuration not stated)
 : -1, 3, -11, -1, -3, -1, -13, 2
Cc1cccc(N(C)c2ncnc3onc(-c4ccc(F)cc4)c23)c1C
 : 63*, 8, -6, -12, 2, 9, -49, 7
Nc1ncnc2c1ncn2[C@@H]1O[C@H](CNCc2ccc(OCC(=O)Nc3nccs3)cc2)[C@@H](O)[C@H]1O
 : -5, 6, -5, ., -1, -4, 10, 28
Cc1[nH]nc(-c2ccc(O)cc2O)c1-c1ccc(Cl)cc1
 : 13, 15, -4, -3, -2, 3, -7, -4
Cc1cc(C(=O)N2CCOCC2)n(-c2ccccc2)n1
 : -10, -6, 1, -1, -4, 0, -59, 4
CCOc1cc(N2CCOCC2)c(OCC)cc1NC(=O)c1cc(S(=O)(=O)N2CCOCC2)ccc1C
 : 3, 3, -5, 0, -1, 8, -7, 4
CC(C)(C)OC(=O)C[C@H]1C/C=C\C[C@@H](CC(=O)N(CCO)Cc2ccccc2)C(=O)N2CCC[C@H]2COC1=O
 : -1, -4, 14, ., -4, 15, -10, -6
Cc1ccc(-n2c(O)c(/C=N/Nc3ccc(S(=O)(=O)N4CCOCC4)cc3[N+](=O)[O-])c3ccccc3c2=O)c(C)c1
 : 10, -60, 3, 17, -2, 38, 26, 20
O=C(Cn1nnc(-c2ccccc2NC(=O)c2ccccc2F)n1)NC1CCCC1
 : 10, 10, -2, 3, -2, 25, -2, 7
Cc1ccc2cccc(Oc3ncnc4scc(-c5ccc(Cl)cc5)c34)c2n1
 : 14, -14, -2, -11, -2, 21, -3, -20
CC(C)c1nc(SCC(=O)Nc2cccc3ccccc23)n[nH]1
 : -5, 6, -1, -8, -2, 11, -1, 0
CCCCN(C(=O)c1cccc(-n2cnnn2)c1)c1c(N)n(CC(C)C)c(=O)[nH]c1=O
 : 4, 13, -5, -42, -2, 3, 8, -2
COc1ccc(S(=O)(=O)N2CCN(C(=O)CC(C)C)CC2)cc1
 : -3, 8, -7, -12, -2, 11, 10, -8
Cc1ccc2[nH]c(C(=O)N/N=C/c3ccc([N+](=O)[O-])cc3)c(C)c2c1
 : 5, -14, -11, -1, 0, 3, -26, 0
CC[C@]12c3[nH]c4cc(-c5ccco5)ccc4c3CCN1C(=O)[C@@H](CC(=O)NC(C)(C)C)C[C@@H]2C(=O)N1CCN(C(=O)C2CC2)CC1
 : -3, ., -4, -9, ., 13, ., 9
Cc1cc(C)c(S(=O)(=O)NCc2ccncc2)c(C)c1
 : -1, 0, 0, -7, 11, 11, -1, 58*
Cc1nc2cc(NC(=O)NC3CC3)ccc2n1C
 : -11, -25, -1, 13, 0, -5, -6, 19
Cn1c(=N)n(CC(=O)c2cccs2)c2ccccc21
 : -3, -1, 4, -2, 2, -6, 0, -1
O=S(=O)(c1ccc2c(c1)CCCC2)N1CCNCC1
 : -5, 12, 4, 4, -2, 7, 15, 11
CCc1cccc(C)c1NC(=S)NCc1ccc2[nH]c(C)cc2c1
 : 5, -1, 9, 22, 4, 15, 12, -11
CCN(C(=O)CSC1=Nc2ccccc2C2CC=NN12)C1CCS(=O)(=O)C1 (configuration not stated)
 : 1, -7, 23, -11, -3, -1, 0, 4
Cc1nnc(NC(=O)CSc2nc3ccccc3[nH]2)s1
 : -8, 0, -4, -2, -3, 9, -11, 3
O=C(Nc1cccc(Cl)c1Cl)c1snnc1-c1ccccc1
 : 11, 6, -6, -3, -8, 10, 11, 4
CCOC(=O)Cc1csc(NC(=O)c2cccc(Cl)c2)n1
 : 7, 0, -2, -10, 4, 9, 19, -4
C/C=C/C(=O)Nc1ccc(N2CCN(c3ccc(C(F)(F)F)cn3)CC2)nc1
 : 4, -3, 3, 4, 0, -1, 6, 14
O=C(NCCN1CCOCC1)c1ccc(CS(=O)(=O)c2ccc(Br)cc2)o1
 : 2, 2, 3, 4, -4, 0, -4, 1
CCOc1cc(C(=O)NCC(C)CN(C)C)cc(OCC)c1OCC (configuration not stated)
 : -4, -6, 0, 7, 6, 9, -11, 2
CC(C)NC(=S)N1CCN(C(c2ccccc2)c2ccccc2)CC1
 : 7, -2, -3, -2, -2, 13, 1, 5
O=C(CSc1ccncc1)Nc1ccc2ccccc2c1
 : 8, 10, -15, -11, -3, -4, -14, -7
COc1ccc(-n2c(C)cc(C(=O)CSc3ccc(NC(C)=O)cc3)c2C)cc1
 : -8, 2, -2, 9, -1, 14, -10, -29

# (next part)
# Second line of a record – EBI2 antag, UBC13 polyUb, CXCR6 block, ATG4B inhibitor, APJ ag, CCR6 antag, APJ antag, Gli-Sufu block
O=C(O)CCN1/C(=C/C=Nc2ccccc2)Oc2ccccc21
 : -17, -7, 6, -3, -1, -18, 17, 0
CNC(=S)N(Cc1ccc(OC)cc1)Cc1cc2cccc(C)c2[nH]c1=O
 : -5, 12, -3, -9, 0, -5, -4, 3
Cc1ccc(C(=O)N/N=C2\SCC(=O)N2c2cc(C)ccc2C)cc1
 : -5, 9, 1, 2, -3, -17, -4, -102
O=C1CCCC(=O)C1=C1SCCCS1
 : -6, -11, -5, 5, -4, 7, -7, 2
COCCNc1cc(C)nc2c3c(C)cc(C)nc3nn12
 : -16, 2, 3, -3, 0, 9, -26, 8
CC1CCc2nc(NC(=O)CSc3nc4ccccc4o3)sc2C1 (configuration not stated)
 : 1, 6, 4, -3, -4, 10, 22, -1
CC1CN(C2CC(C)(C)NC(C)(C)C2)CCC1=O (configuration not stated)
 : -20, 2, -6, -7, -1, 18, 14, -1
Cc1ccnc(SCC(=O)Nc2sc3c(c2C#N)CCC(C(C)(C)C)C3)n1 (configuration not stated)
 : 3, -7, 0, 3, -2, -14, -7, 16
C=C1C(=O)C2=CC1CCC(=O)C1(C)CCC(OC(C)=O)C(C)(C)C1CC2O (configuration not stated)
 : 39, ., 22, -6, ., 35, ., 16
COCc1cc(=O)[nH]c(/N=C(\N)Nc2ccc(C)cc2C)n1
 : 1, 1, 7, 5, -2, 1, 11, -2
CCC(CO)Oc1cc(NCc2ccccc2F)c2ncn(C(C)C)c2c1 (configuration not stated)
 : 3, -5, -5, 2, 1, 3, 0, 2
CCn1c(SCC(=O)Nc2ccccc2F)nnc1-c1ccoc1C
 : 5, 0, 7, -6, -1, -4, -18, -5
CN1CCN(C(=O)C2=C[C@H](C3CCCCC3)C[C@H](OCc3ccc(CO)cc3)O2)CC1
 : 6, -1, -5, 4, -7, 3, 2, 21
Clc1cccc(Cl)c1OCCCCN1CCCCC1
 : -7, 3, 3, 8, -3, 10, 16, 29
Cc1cccc(NC(=O)CNC(=O)COC(=O)c2ccc(C(C)(C)C)cc2)c1C
 : 1, 10, -3, -4, -4, 11, -11, -7
COCCN(C(=O)c1ccc(C#N)cc1)c1c(N)n(Cc2ccccc2)c(=O)[nH]c1=O
 : -6, 9, 6, 7, -4, -1, -4, 9
O=C(NCc1cccs1)C(=O)NCC(c1ccco1)N1CCN(c2ccc(F)cc2)CC1 (configuration not stated)
 : 33, -4, 6, 1, -3, 8, -21, 10
CC1CCCCC12NC(=O)N(CC(=O)Nc1ccc(S(=O)(=O)Nc3ncccn3)cc1)C2=O (configuration not stated)
 : 1, -12, -1, -4, -3, 4, -4, 2
Cc1cccc(N2CCN(C(=O)CSc3nnnn3C3CC3)CC2)c1C
 : -5, 11, -4, -23, -6, -5, 13, -1
CCN(CC)S(=O)(=O)c1ccc(N2CCN(C)CC2)c(NC(=O)CN2C(=O)NC3(CCCCC3)C2=O)c1
 : -15, ., -4, -1, ., 9, ., 4
COc1ccc(C(=O)NCC(=O)N2CCNC(=O)C2)cc1OC
 : -1, -3, -7, -3, -1, 5, 20, 27
COC(=O)C(Cc1ccccc1)NC(=O)CSc1nc(N)cc(=O)[nH]1 (configuration not stated)
 : -1, -7, 1, 3, 4, 2, -22, 1
COc1ccc(C2C(C#N)=C(N)Oc3cc(O)ccc32)cc1Cl (configuration not stated)
 : 10, 8, -19, -13, 3, 9, -6, 6
